Mcl-1 Bim block = inhibitors of Bim-Mcl-1 interaction, human; 190,000 compounds, 0.1% hits; Bead-based flow cytometry, Bim peptide-Mcl-1 binding; inhibition, % at 10 µM; Q07820; AID 1009;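 also: 0% = no compound tracer wells and 100% = peptide blocker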
RGS4-Gao reg = human RGS4-Galphao interaction regulation | P09471 | Multiplexed bead flow cytometry, RGS4-Galphao binding; actives lie on both sides | binding response (% of control), % at 10 µM | 220,000 compounds, 0.33% hits; in the data active = binding response below about 49% or above about 150%; inactive = in between;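 also: fluorescent Galphao activated with aluminum fluoride binding bead-coupled RGS4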
Target sequence (P09471 whole entry, looked up): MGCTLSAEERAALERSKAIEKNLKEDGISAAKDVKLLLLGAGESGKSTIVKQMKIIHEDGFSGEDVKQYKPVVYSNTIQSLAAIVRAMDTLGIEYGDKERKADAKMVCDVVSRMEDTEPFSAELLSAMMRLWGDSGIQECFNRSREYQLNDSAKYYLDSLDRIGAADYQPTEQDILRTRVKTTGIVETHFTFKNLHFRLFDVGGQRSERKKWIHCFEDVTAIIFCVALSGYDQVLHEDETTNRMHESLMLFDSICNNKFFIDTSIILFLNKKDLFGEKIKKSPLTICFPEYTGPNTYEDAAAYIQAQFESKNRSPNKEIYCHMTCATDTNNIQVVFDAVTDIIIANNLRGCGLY
RGS8-Gao reg = modulates binding of RGS8 to human Galphao; P09471; response (percent of control binding), % at 10 µM; multiplexed bead flow cytometry; actives lie on both sides; 220,000 compounds, 0.34% hits; in the data active = response below about 60% or above about 140%; inactive = in between;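 also: Galphao activated as the GDP aluminium fluoride complex binding bead-coupled RGS8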
Bfl-1 Bim block = human Bim-Bfl-1 interaction inhibition | inhibition, % at 10 µM | Q16548 | 190,000 compounds, 0.12% hits | Bead-based flow cytometry, Bim-Bfl-1 binding inhibition;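 also: 0% = wells without compound plus tracer and 100% = blocker peptide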
Mcl1-Bid inh = disrupts binding of human Mcl-1 to Bid peptide. TR-FRET Mcl-1/Bid-Dy647 peptide binding, 1536-well. inhibition, % at 21.7 µM. 220,000 compounds, 0.97% hits. AID 1021;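 active = compounds that cut the binding signal by more than half at the single screening dose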;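 also: His-tagged Mcl-1 with europium anti-His antibody binding Bid BH3 peptide; 0% = Mcl-1 plus peptide wells and 100% = peptide-only wells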
Bcl-W Bim block = disrupts Bim peptide binding to human Bcl-W | bead-based flow cytometry | inhibition, % at 10 µM | AID 952 | 190,000 compounds, 0.02% hits;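 also: 0% = bound tracer without compound and 100% = peptide blocker; higher means less fluorescent Bim peptide bound to Bcl-W beads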
Bcl-XL Bim block = disrupts Bim peptide binding to human Bcl-XL | bead flow cytometry, fluorescence | inhibition, % at 10 µM | 190,000 compounds, 0.04% hits | AID 1007
Target sequence (Q07817 whole entry, looked up): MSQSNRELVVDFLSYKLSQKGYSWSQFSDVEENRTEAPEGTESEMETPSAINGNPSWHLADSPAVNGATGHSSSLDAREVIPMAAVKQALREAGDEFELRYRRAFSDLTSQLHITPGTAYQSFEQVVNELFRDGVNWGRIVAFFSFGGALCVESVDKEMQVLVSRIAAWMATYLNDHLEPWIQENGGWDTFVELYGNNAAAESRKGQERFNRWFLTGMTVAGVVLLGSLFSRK
GSH fluor = GSH bead compound fluorescence profile; GSH beads flow cytometry, compound fluorescence 488/530 nm; stronger effect = higher value; fluorescence (KMESF) at 10 µM; 190,000 compounds, 0.25% hits; AID 1776; in the data active = fluorescence above about 89;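 also: glutathione beads carrying GST-tagged Bcl family fusion proteins plus one bare bead set; values are compound well signal with DMSO vehicle wells as background; inactives centre near 16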
Bcl-2 Bim block = disrupts Bim peptide binding to human Bcl-2 | P10415 | Bead-based flow cytometry, Bim peptide-Bcl-2 binding | inhibition, % at 10 µM | 190,000 compounds, 0.06% hits | AID 950; in the data active = inhibition above about 40%; inconclusive = no clear call, values can overlap the other calls;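 also: 0% = no compound wells with probe peptide and 100% = reference peptide inhibitor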
Target sequence (P10415 whole entry, looked up): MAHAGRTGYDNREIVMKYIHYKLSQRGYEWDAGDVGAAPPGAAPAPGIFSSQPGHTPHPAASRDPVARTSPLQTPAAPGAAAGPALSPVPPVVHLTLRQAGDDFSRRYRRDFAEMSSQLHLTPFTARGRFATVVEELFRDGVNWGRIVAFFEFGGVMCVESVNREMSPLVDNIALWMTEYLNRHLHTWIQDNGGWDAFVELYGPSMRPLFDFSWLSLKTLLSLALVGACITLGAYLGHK
RGS7-Gao = regulators of human RGS7-Galphao interaction. P09471. Multiplexed bead flow cytometry, RGS7-Galphao binding; actives lie on both sides. binding response (% of control), % at 10 µM. 220,000 compounds, 0.35% hits. AID 1439; in the data active = binding response below about 49% or above about 150%; inconclusive = no clear call, values can overlap the other calls; inactive = in between;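 also: fluorescent Galphao held in activated GDP-AlF4 state binding bead-coupled RGS7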
Bcl-B Bim block = inhibitors of Bim-Bcl-B interaction, human | Q9HD36 | bead-based flow cytometry, Bim peptide-Bcl-B binding | inhibition, % at 10 µM | 190,000 compounds, 0.073% hits | AID 951;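 also: 0% = tracer peptide without compound and 100% = reference inhibitor peptide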
Target sequence (Q9HD36 whole entry, looked up): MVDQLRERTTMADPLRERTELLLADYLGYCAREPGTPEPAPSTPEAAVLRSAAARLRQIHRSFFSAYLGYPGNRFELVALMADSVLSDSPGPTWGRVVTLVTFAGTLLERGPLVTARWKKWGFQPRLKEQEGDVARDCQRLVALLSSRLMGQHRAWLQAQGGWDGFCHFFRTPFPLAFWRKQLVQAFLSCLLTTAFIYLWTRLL
* marks the source's active call; other numbers are inactive results; ? = inconclusive. Rule as the data show it, unless noted: active = inhibition above about 40%.

Mcl-1 Bim block	RGS4-Gao reg	RGS8-Gao reg	Bfl-1 Bim block	Mcl1-Bid inh	Bcl-W Bim block	Bcl-XL Bim block	GSH fluor	Bcl-2 Bim block	RGS7-Gao	Bcl-B Bim block	structure
-4	100	100	-2	-7	-1	-3	13	-2	96	-4	O=C(O)CSc1nc(C(F)(F)F)cc(=O)n1-c1ccccc1
0	103	99	4	-29	0	0	27	10	101	2	CCOC(=O)C(C)NC(=O)C(NC(=O)C1CCC(CC)CC1)C(C)C (configuration not stated)
-3	97	100	0	-8	-4	-5	10	-2	97	-2	Cc1cccc(C(=O)N[C@H](C(=O)OCC(=O)NC(=O)c2cccn2C)C(C)C)c1
1	104	99	-2	-23	0	-2	21	-1	98	0	Cc1ccc(/C=N/N=C2/NC(=O)C(CC(=O)Nc3ccccc3)S2)o1 (configuration not stated)
-2	101	100	0	-13	-5	-4	14	-2	101	-2	O=C(Cc1ccccc1)Nc1nc(-c2cccc([N+](=O)[O-])c2)cs1
1	102	102	-6	-32	0	-3	15	-5	103	-2	CCCC(=O)NC(C)c1nc2ccccc2n1C(C)C (configuration not stated)
0	112	108	-14	-7	3	8	59	-2	112	-7	COc1ccc(C(=O)Nc2ccccc2C(=O)NCCCn2ccnc2)cc1
-1	100	102	-1	3	-1	-1	13	-2	100	-3	Cc1ccc2[nH]c3c(c2c1)CCC3=O

Carrying on:
Mcl-1 Bim block	RGS4-Gao reg	RGS8-Gao reg	Bfl-1 Bim block	Mcl1-Bid inh	Bcl-W Bim block	Bcl-XL Bim block	GSH fluor	Bcl-2 Bim block	RGS7-Gao	Bcl-B Bim block	structure
5	100	94	2	16	7	7	14	-3	98	2	Cc1ccccc1OCCCSc1nc2ccccc2[nH]1
-2	96	99	0	24	0	-4	5	1	94	-5	Cc1cccc(NC(=O)c2sc(NC(=O)COc3ccccc3)c(C#N)c2C)c1C
-37	98	104	-27	0	-29	-27	62	-27	96	-36	COc1ccc(C(=O)Nc2c(Cl)cc(Cl)cc2C(=O)NCc2ccco2)cc1
3	101	102	-6	-14	0	-1	21	-5	102	-2	CCOP(=O)(OCC)C(Nc1ccc(OC)cc1)c1ccco1 (configuration not stated)
1	102	105	-3	-12	-3	-2	13	-4	99	-3	Cc1ccc(/C=C/C(=O)OCC(=O)NCCN2C(=O)CSC2=O)cc1
0	101	105	-2	-5	0	0	11	-2	101	-3	COc1ccc(CC2S/C(=N/N=C/c3ccc(O)cc3)NC2=O)cc1 (configuration not stated)
-8	97	92	14	0	-7	-12	69	-6	100	-18	Fc1ccc(N=c2ssnc2Cl)c(F)c1
0	99	102	-7	-10	-4	-3	11	-6	99	-6	Cn1cc(C(=O)N/N=C/c2cccs2)c2ccccc21

(further entries)
Mcl-1 Bim block	RGS4-Gao reg	RGS8-Gao reg	Bfl-1 Bim block	Mcl1-Bid inh	Bcl-W Bim block	Bcl-XL Bim block	GSH fluor	Bcl-2 Bim block	RGS7-Gao	Bcl-B Bim block	structure
0	103	99	-4	-9	-6	-2	5	0	100	-4	CC1=CC(C)C2(CO)COC(c3ccccc3O)C1C2C (configuration not stated)
0	99	99	0	-16	0	-2	6	2	103	-1	O=C(Nc1c2c(nc3c1CCC3)CCCC2)c1ccccn1
0	101	103	-4	-1	3	0	37	-3	98	-1	COC(=O)C1=C(C)N(Cc2ccc(OC)cc2)C(=O)C1
-2	100	100	-3	-26	-2	-2	21	-2	104	-1	CSCCOC(=O)C1=C(C)NC(=O)CC1c1ccccc1Cl (configuration not stated)
-3	105	104	-10	-5	-3	-3	12	-6	102	-3	CN(CC(=O)NCCc1ccc(F)cc1)Cc1cccs1
-2	98	100	-4	12	-1	-6	11	-7	97	-18	Cc1cc(NC(=O)CSc2ncnc3ccccc23)no1
0	98	102	4	2	0	0	15	5	91	1	O=C(NCCCn1ccnc1)c1cc(-c2ccccc2)on1
-2	100	89	-3	-18	0	0	11	1	99	0	CC(O)C(O)C(O)C(O)/C=N/NC(=O)c1ccccc1 (configuration not stated)

Going on with the list.
Mcl-1 Bim block	RGS4-Gao reg	RGS8-Gao reg	Bfl-1 Bim block	Mcl1-Bid inh	Bcl-W Bim block	Bcl-XL Bim block	GSH fluor	Bcl-2 Bim block	RGS7-Gao	Bcl-B Bim block	structure
-3	96	99	-13	8	-4	-5	14	-4	98	-12	Cc1ccccc1C(=O)O/N=C(\c1ccccc1)c1ccccn1
0	98	100	-2	0	-3	0	29	0	99	1	CCn1c2ccccc2c2nnc(SCC(=O)NCCOC)nc21
0	102	100	-15	47	-1	-4	26	-8	102	-5	CCC(C)Cn1c(S(=O)(=O)O)nc2ccccc21 (configuration not stated)
-6	99	86	-11	-12	-7	-8	16	-7	101	-10	C/C(=N/NC(=O)c1ccoc1C)c1cccc(NC(=O)C2CC2)c1
-1	102	98	1	-11	-1	-2	5	2	100	-7	Cc1ccc(CN2CCc3c(OCC(=O)Nc4cc(C)ccc4C)cccc3C2=O)cc1
-6	103	101	0	1	-3	-8	11	-1	104	-13	CCn1nc(C)c(NC(=O)c2ccc(Br)o2)c1C
0	104	115	0	34	1	0	8	0	106	-1	CCOc1ccccc1NC(=O)C(NCC1(N2CCCCC2)CCCCC1)c1ccccc1 (configuration not stated)
-3	99	103	-4	-6	-1	-2	11	-2	100	-3	COc1cc2c(cc1OC)C(c1ccccc1)N(S(C)(=O)=O)CC2 (configuration not stated)

Carrying on:
Mcl-1 Bim block	RGS4-Gao reg	RGS8-Gao reg	Bfl-1 Bim block	Mcl1-Bid inh	Bcl-W Bim block	Bcl-XL Bim block	GSH fluor	Bcl-2 Bim block	RGS7-Gao	Bcl-B Bim block	structure
0	94	99	0	-6	0	-3	22	0	100	1	CCOC(=O)N1CCN(C(=O)Cn2ncn3nc(-c4cccs4)cc3c2=O)CC1
0	103	108	0	-6	1	4	8	0	100	-1	CCCCc1nnc(SCc2ccc(OCC)cc2)n1N
-3	96	102	-2	-23	-1	-8	10	-2	94	-5	CCOc1ccc(-c2c(C(=O)N/N=C/c3ccc(OC)cc3)nnn2-c2nonc2N)cc1
0	104	105	0	-2	-3	-3	31	-2	103	-5	Cc1ccc(S(=O)(=O)NC2=NCN(CCOC(=O)c3ccc([N+](=O)[O-])cc3)CN2)cc1
-4	101	102	5	-77	-2	0	9	1	100	-6	O=C(CCCc1ccccc1)NC1CC1
1	102	101	-1	-90	-2	-1	5	-1	106	0	CC1CC(=S)Nc2ccccc2N1C(=O)Nc1ccccc1 (configuration not stated)
-2	95	94	-7	-20	0	-2	13	-2	?	6	O=C(NCCCn1ccnc1)c1ccc(N2CCCCCC2)c([N+](=O)[O-])c1
-6	98	99	0	-4	-3	-8	20	0	98	-1	CC(C)(C)OC(=O)N/N=C/c1cc(N=Nc2ccccc2)ccc1O

Further entries.
Mcl-1 Bim block	RGS4-Gao reg	RGS8-Gao reg	Bfl-1 Bim block	Mcl1-Bid inh	Bcl-W Bim block	Bcl-XL Bim block	GSH fluor	Bcl-2 Bim block	RGS7-Gao	Bcl-B Bim block	structure
-1	96	99	1	-6	0	-1	11	-2	96	1	CNC(=O)c1sc(-c2ccc(Cl)cc2)nc1C
3	99	100	-2	-35	0	0	18	0	?	0	COC(=O)C(C(=O)OC)c1ccc(-n2cccc2)cc1
-3	103	102	0	-1	-1	-2	65	0	101	-4	Cc1cccc(C)c1NC(=O)c1cc(S(=O)(=O)N2CCOCC2)ccc1F
-4	101	103	0	-30	-3	-3	4	-2	105	-8	CN(c1ccccc1)S(=O)(=O)c1ccc(NC(=S)NC(=O)C2CC2)cc1
-1	103	98	-1	-4	0	-2	20	-2	103	-1	CC(C)CNS(=O)(=O)c1cc(C(=O)N2CC(C)OC(C)C2)c(Cl)cc1Cl (configuration not stated)
2	102	102	-4	19	0	-4	19	-1	?	-3	CCN(Cc1ccccc1)C(=O)CSc1nncn1C
0	107	103	-2	-10	-2	-1	11	3	111	-5	CN(C)CCCN(C(=O)C1COc2ccccc2O1)c1nc2ccc(F)cc2s1 (configuration not stated)
0	100	104	-8	-14	3	-4	43	-5	102	-4	O=C(CN1C(=O)COc2ccccc21)NCCN1CCC(Cc2ccccc2)CC1

13 compounds out of the list, arranged by heavy-atom count, smallest number first.
Mcl-1 Bim block	RGS4-Gao reg	RGS8-Gao reg	Bfl-1 Bim block	Mcl1-Bid inh	Bcl-W Bim block	Bcl-XL Bim block	GSH fluor	Bcl-2 Bim block	RGS7-Gao	Bcl-B Bim block	structure
-4	101	102	5	-77	-2	0	9	1	100	-6	O=C(CCCc1ccccc1)NC1CC1
-1	96	99	1	-6	0	-1	11	-2	96	1	CNC(=O)c1sc(-c2ccc(Cl)cc2)nc1C
2	102	102	-4	19	0	-4	19	-1	?	-3	CCN(Cc1ccccc1)C(=O)CSc1nncn1C
0	103	108	0	-6	1	4	8	0	100	-1	CCCCc1nnc(SCc2ccc(OCC)cc2)n1N
1	102	101	-1	-90	-2	-1	5	-1	106	0	CC1CC(=S)Nc2ccccc2N1C(=O)Nc1ccccc1 (configuration not stated)
-3	99	103	-4	-6	-1	-2	11	-2	100	-3	COc1cc2c(cc1OC)C(c1ccccc1)N(S(C)(=O)=O)CC2 (configuration not stated)
-6	98	99	0	-4	-3	-8	20	0	98	-1	CC(C)(C)OC(=O)N/N=C/c1cc(N=Nc2ccccc2)ccc1O
-1	103	98	-1	-4	0	-2	20	-2	103	-1	CC(C)CNS(=O)(=O)c1cc(C(=O)N2CC(C)OC(C)C2)c(Cl)cc1Cl (configuration not stated)
-2	95	94	-7	-20	0	-2	13	-2	?	6	O=C(NCCCn1ccnc1)c1ccc(N2CCCCCC2)c([N+](=O)[O-])c1
0	94	99	0	-6	0	-3	22	0	100	1	CCOC(=O)N1CCN(C(=O)Cn2ncn3nc(-c4cccs4)cc3c2=O)CC1
0	100	104	-8	-14	3	-4	43	-5	102	-4	O=C(CN1C(=O)COc2ccccc21)NCCN1CCC(Cc2ccccc2)CC1
0	104	105	0	-2	-3	-3	31	-2	103	-5	Cc1ccc(S(=O)(=O)NC2=NCN(CCOC(=O)c3ccc([N+](=O)[O-])cc3)CN2)cc1
-3	96	102	-2	-23	-1	-8	10	-2	94	-5	CCOc1ccc(-c2c(C(=O)N/N=C/c3ccc(OC)cc3)nnn2-c2nonc2N)cc1

Following part
Mcl-1 Bim block	RGS4-Gao reg	RGS8-Gao reg	Bfl-1 Bim block	Mcl1-Bid inh	Bcl-W Bim block	Bcl-XL Bim block	GSH fluor	Bcl-2 Bim block	RGS7-Gao	Bcl-B Bim block	structure
-1	102	102	0	-11	-2	-2	18	0	105	-3	CC(C)(C)OC(=O)N1CCC(c2c(C(=O)O)cnn2-c2ccc(Cl)cc2)CC1
-57	99	99	-12	-88	2	6	34	-11	100	-28	CC(=O)C1=C(O)C(=O)N(Cc2ccccc2)C1c1ccco1 (configuration not stated)
2	99	99	-8	1	-3	0	28	-2	101	-2	CCOC(=O)CSc1nc2cccnc2n1C
-5	97	97	3	-26	-3	-4	31	-2	97	-4	Cn1c(=O)c2c(ncn2CC(O)CNc2ccc(Br)cc2)n(C)c1=O (configuration not stated)
-2	98	100	-14	-30	-3	-2	22	-6	97	-4	CC1CN(C)C(c2ccccc2)C(C)C12NC(=O)NC2=O (configuration not stated)
-2	101	101	-4	-52	-1	-2	15	-4	?	-2	O=C(O)CCn1cc(/C=C2\SC(=S)NC2=O)c(-c2ccccc2)n1
3	93	99	-1	-34	-5	-2	11	-3	103	-1	O=C(Nn1cc(C(=O)Nc2ccc(F)cc2F)c2ccccc2c1=O)c1cnccn1
-2	101	101	-8	-23	-2	-2	10	-5	?	-7	Cc1ccc(NC(=O)COC(=O)[C@H](C)NC(N)=O)c(C)c1
